# IL-1B inflam inh: inflammasome signaling inhibition, IL-1 beta readout; 4.7% of 360,000 active; activity change, % at 57.5 µM; THP-1 LPS/ATP IL-1B secretion, AlphaLISA, 16 h; active compounds read low; in the data active means activity change below about -50%; inconclusive means mostly about -30% to -49%; further: on the % scale 0 is the no-effect control and ±100 the full control effect
#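 Secreted IL-1B measured by AlphaLISA bead assay after 16 h compound exposure of THP-1 cells; compounds (final up to 57.5 uM) added 1 h before LPS (250 ng/mL) and ATP (1.25 mM) stimulation; lower signal means less secretion.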
# A549 tox: kills or reduces viability of A549 cells in Nrf2 counter-screen; A549 ARE-Fluc cells, CellTiter-Fluor viability, 18-24 h; Potency, µM (doses to about 46 µM), inactives show at the top dose activity change, negative = cytotoxicity, usual class: inhibitors; 0.16% of 390,000 active; AID 504648; further: potency means the concentration at half of the fitted maximal effect; on the % scale 0 is the no-effect control and ±100 the full control effect
#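 A549 ARE-Fluc cells in 5% FBS OPTI-MEM, 5000 cells/well, rested 2 h then exposed to compounds in concentration-response for 18-24 h at 37 °C. Viability by CellTiter-Fluor fluorescence (Ex 405/Em 525) after 30 min; luciferase luminescence (BugLite, 15 min, RT) read afterwards.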
# S2 tox: cell viability loss in ATXN counter-screen | 0.49% of 400,000 active | S2 cells (HEK-293 line with an ATXN2-luciferase reporter) viability, CellTiter-Fluor protease fluorescence, 24 h | AID 651635 | Potency, µM (highest dose often 56.7 µM), most hits filed as cytotoxic; further: potency means the concentration at half of the fitted maximal effect; nearly all actives have a fitted effect of over 40% in size
# MCF10A rerep: DNA re-replication induction in MCF 10a cells; 2.9% of 350,000 active; MCF 10A DNA re-replication, Hoechst nuclear intensity, 48 h; Potency, µM (titrated, usually from 46.1 µM), for the others: top-dose activity, positive = re-replication, usual class: activators; further: potency means the concentration at half of the fitted maximal effect; % of control where 0% means no effect; nearly all actives have a fitted effect of over 50% in size
# Nrf2 activator: activates Nrf2 signaling. AREc32 ARE-luciferase reporter (MCF7-derived line), luminescence, 24 h. 0.31% of 410,000 active. AID 624171. Potency, µM (series often up to 46.1 µM), for the others: top-dose activation, hits mostly activators; further: potency means the concentration at half of the fitted maximal effect; % of control where 0% means no effect; nearly all actives have a fitted effect of over 65% in size
#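 Luciferase luminescence (Steady-Glo, 30 min at room temperature) served as the read-out of ARE activation in AREc32 cells treated with compounds for 24 hr at 37 deg C.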
# Nrf2 inh: inhibitors of Nrf2 signaling. A549 ARE-Fluc reporter, luciferase luminescence, 18-24 h. Potency, µM (top dose mostly 46 µM), inactives show at the highest dose activity change, negative = inhibition, usual class: inhibitors. 2.1% of 360,000 active. AID 504444; further: potency means the concentration at half of the fitted maximal effect; on the % scale 0 is the no-effect control and ±100 the full control effect; nearly all actives have a fitted effect of over 60% in size
#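 A549 ARE_Fluc cells (5000/well, 5% FBS OPTI-MEM) pre-incubated 2 h, then treated with compounds 18-24 h at 37C/5% CO2 in concentration-response. CellTiter-Fluor viability read first; BugLite luciferase luminescence after 15 min at room temperature gives Nrf2 activity.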
# ATXN2 expr inh: reduces ATXN2 reporter expression in HEK-293 cells | Potency, µM (titrated, usually from 57 µM), for the others: top-dose activity change, negative = inhibition, hits mostly inhibitors | AID 1745845 | HEK-293 ATXN2-luciferase reporter, luminescence, 24 h | 0.72% of 360,000 active; further: potency means the concentration at half of the fitted maximal effect; on the % scale 0 is the no-effect control and ±100 the full control effect; nearly all actives have a fitted effect of over 55% in size
#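 ATXN2-luciferase reporter cells (luciferase flanked by upstream and downstream ATXN2 gene portions) were treated 24 h at 37 °C with compounds at up to 57 uM. SteadyGlo luminescence gave expression; GF-AFC fluorescence gave viability.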
# TGFb inhibitor: TGF-b pathway inhibition; AID 588855; 1.2% of 410,000 active; HepG2 CAGA-GFP TGF-b/SMAD3 reporter, GFP fluorescence, 18 h; TGF-beta stimulated, 500 pg/mL final; Potency, µM (titrated, usually from 46.1 µM), for inactives: top-dose activity, negative = inhibition, usual class: inhibitors; further: potency means the concentration at half of the fitted maximal effect; on the % scale 0 is the no-effect control and ±100 the full control effect; nearly all actives have a fitted effect of over 65% in size
#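 HEPG2 CAGA-GFP cells (1000/well, DMEM with 1% FBS) were pre-incubated 2 h at 37 degrees C, given compound by pin tool, then stimulated with TGF-beta at 500 pg/mL final for 18 h before per-cell GFP fluorescence imaging.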
# HepG2 tox: HepG2 cytotoxicity, counter-screen for TGF-b inhibitors. HepG2 CAGA-GFP viability, ATP luminescence, 18 h. Potency, µM (doses to about 46.1 µM), for the others: at the top dose activity change, negative = cytotoxicity, hits mostly cytotoxic. 0.76% of 410,000 active; further: potency means the concentration at half of the fitted maximal effect; some results filed as inactive show a strong effect at the top dose
#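 HepG2 CAGA-GFP cells (1000/well, DMEM with 1% FBS) received compound, then TGF-beta at 500 pg/mL final, and were incubated 18 hours at 37 degrees C. Viability was read by CellTiter-Glo luminescence. Media-only wells were set as complete cell-killing and DMSO as no toxicity.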
# * marks the source's active call; other numbers are inactive results; i = inactive; ? = inconclusive; . = no result given; & = joins results of further samples; ! = a repeat was not active; [ ] = another dose, or the depositor's remark. Unless noted, the call rests on the fitted dose curve; in most records, active means well fitted curve in the direction sought with a large enough effect; inconclusive means small, poorly fitted or top-dose-only effect, or another doubt; inactive means no such curve, though single readings can be large; an effect the other way counts as inactive or inconclusive.
SMILES,IL-1B inflam inh,A549 tox,S2 tox,MCF10A rerep,Nrf2 activator,Nrf2 inh,ATXN2 expr inh,TGFb inhibitor,HepG2 tox
CCOC(=O)N1CCN(C(c2ccc(C(C)C)cc2)c2sc3nc(C)nn3c2O)CC1 (stereo unspecified),-23,-4%,?,9%,3.5%,5%,-17%,-24%,-11%
CCOc1ccccc1-n1c(SCC(N)=O)nnc1-c1cccnc1,-8,7%,i,-4%,-0.2%,7%,11%,21%,-4%
CC(=O)c1ccc(NC(=O)COC(=O)CCC2CCCC2)cc1,-3,-7%,?,7%,0.5%,3%,-10%,10%,-14%
CCOC(=O)N1CCC(n2c(SCC(=O)OCc3ccccc3)nc3ccsc3c2=O)CC1,-7,-23%,i,1%,-0.7%,.,-20%,-21%,-24%
S=C(NCc1cccc(Cl)c1)NCc1ccco1,?,11%,i,?,2.0%,-19%,-11%,-22%,-17%
CCOC(=O)c1ccc(NC(=O)CSc2nc3c(c(=O)[nH]2)CN(Cc2ccccc2)CC3)cc1,.,-12%,i,.,4.1%,?,7%,-22%,-21%
COc1cc(S(=O)(=O)NCCCN2CCOCC2)ccc1-n1cnnn1,18,0%,i,?,1.7%,-16%,15%,24%,10%
CC(=O)c1sc2nsc(SCCN3CCOCC3)c2c1N,.,1%,.,3%,9.7%,4%,39%,8%,-4%
O=C1CCCN2N=C(SCC(=O)Nc3nccs3)SC2=N1,26,3%,i,-2%,0.0%,-13%,1%,-1%,5%
CSc1ccc(NC(=O)NCCCN2CCC(Cc3ccccc3)CC2)cc1,-54*,?,.,?,-2.8%,-3%,.,?,-104%
Cc1ccc2c(c1)N(CC(=O)NC1CCCC1)C(=O)c1cccnc1O2,-20,4%,i,1%,0.5%,13%,7%,3%,-2%
CCN(CC)c1nc(-c2ccccc2Cl)c2cc(Br)ccc2n1,.,-3%,i,.,-0.7%,2%,4%,1%,-2%
Cc1nc2ccc(S(=O)(=O)NCC(=O)NCCN3CCCCC3C)cc2s1 (stereo unspecified),-4,5%,i,6%,-0.2%,-4%,-13%,0%,-5%
O=C(C1CC(c2ccc(F)cc2)=NO1)N1CCc2ccccc2C1 (stereo unspecified),-24,-1%,i,7%,1.5%,14%,19%,1%,-6%
CCCNc1nc(Cl)nc(NCc2cccnc2)n1,.,2%,i,5%,0.2%,0%,-25%,10%,-2%
CCc1ccc(-n2c(=O)c3sc4ccccc4c3n(CC(=O)N3CCCC3)c2=O)cc1,.,-15%,?,.,-1.2%,-8%,2%,-10%,11%
O=C1CN(C(=O)c2ccc(S(=O)(=O)N3CCCC3)cc2)C(c2ccc(F)cc2)c2cc(F)ccc2N1 (stereo unspecified),.,0%,i,.,2.5%,4%[9.27 µM],3%,0%,-1%
Cc1ccc(-n2nnnc2SCc2nnc(-c3ccccc3Br)o2)c(C)c1,-17,-9%,i,-2%,-0.5%,?,-8%,-18%,-16%
N#Cc1c(SCC(=O)Nc2nc3ccccc3s2)sc2c(O)cc(=O)[nH]c12,65,-10%,i,?,3.5%,0%,3%,8%,10%
CCOc1ccc(C(=O)Nc2ccncc2)cc1,-74*,-3%,i,8%,1.9%,-18%,15%,-9%,-7%
COc1ccc2[nH]c(=O)c(CN(c3ccccc3)S(=O)(=O)c3ccccc3)cc2c1,5,-5%,?,2%,-0.7%,21%,-8%,17%,22%
CCC(=O)N1CCc2cc(S(=O)(=O)NCCC(=O)Nc3ccc(CC)cc3)ccc21,.,8%,i,.,6.1%,-11%,-8%,-23%,-5%
Cc1cccc(OCc2nc(C#N)c(N3CCCC3)o2)c1,-55*,8%,i,15%,-1.1%,?,-8%,-4%,5%
COc1c(C)cc(C(=O)C2CCCN(C(=O)/C=C/c3ccccn3)C2)cc1C (stereo unspecified),2,-7%,i,-1%,-0.5%,-6%,7%,22%,7%
N#C/C(=C\c1cccc([N+](=O)[O-])c1)C(=O)Nc1cccnc1,38,-5%,i,1%,3.0%,-10%,-21%,-2%,-1%
CCOc1cc(CNc2ccc(N3CCCC3)cc2)cc(Cl)c1OC,-99*,?,?,?,1.0%,?,-18%,-3%,-31%
CC(=O)c1cc2c(cc1NC(=O)CN1CCN(c3ccc(F)cc3)CC1)OCO2,26,-3%,i,0%,0.0%,-17%,-7%,2%,-15%
COc1ccc(-c2[nH]ncc2CN2C[C@@H]3CCC[C@H]2C3)c(F)c1,12,0%,i,18%,9.0%,5%,-25%,2%,1%
Cn1cc(CN2CCN(Cc3cccnc3)CC2)c(-c2ccc3c(c2)OCCO3)n1,10,-6%,i,6%,0.1%,?,2%,-17%,-10%
COc1ccc(CCNC(=O)c2ccccc2OCc2ccccc2)cc1,i,-2%,i,?,3.6%,?,-7%,-22%,-18%
Nc1nc(-c2ccco2)nn1S(=O)(=O)c1ccccc1,-3,-10%,i,1%,3.6%,?,14%,28%,4%
CN(c1ccccc1)S(=O)(=O)c1ccc(C(=O)N2CCN(c3ccccc3Cl)CC2)cc1,-9,11%,?,12%,0.5%,?,.,16µM*,-30%
COc1cccc(Cn2nnc(C(=O)NCc3ccc4c(c3)OCO4)c2N)c1,-2,11%,i,37%,0.4%,-17%,3%,?,-4%
Cc1ccc(Cl)cc1N1CCN(C(=O)C2CCN(S(=O)(=O)c3cccc4nonc34)CC2)CC1,.,0%,i,.,2.9%,?,-9%,-3%,-12%
CC(=O)NCCC(Cc1ccccc1)c1ccco1 (stereo unspecified),-1,2%,i,-6%,0.4%,.,-3%,26%,-6%
CCC(C)NC(=O)CSc1ccc(S(=O)(=O)N2CCN(Cc3ccccc3)CC2)cn1 (stereo unspecified),0,0%,i,-2%,0.6%,-26%,.,3%,-12%
COc1ccc(-c2nsc3c(N4CCCCC4C)ncnc23)cc1 (stereo unspecified),-23,8%,i,?,-0.6%,?,.,-9%,2%
C(=C\c1ccccc1)/CN1CCN(C(c2cccc3ccccc23)c2nnnn2C2CCCC2)CC1 (stereo unspecified),?,.,?,.,0.9%,.,-18%,?,-12%
Cc1ccc(NC(=O)CCN2C(=O)NC3(CCCC3)C2=O)cc1S(=O)(=O)N1CCOCC1,4,-4%,i,9%,-0.7%,4%,9%,10%,18%
O=C(CCc1cnccn1)NC1CCCc2c1cnn2-c1ccc(F)cc1F (stereo unspecified),42,6%,?,-2%,3.7%,13%,.,1%,-2%
CCC(C)NC(=O)CSc1nc2n[nH]c(C)c2c(=N)n1-c1ccc(C)c(Cl)c1 (stereo unspecified),.,11%,i,.,2.3%,.,-14%,?,-53%
CC(=O)c1cccc(NC(=O)c2noc3c2CC(C)CC3)c1 (stereo unspecified),.,8%,i,.,5.6%,.,40%[activator],-19%,-25%
Cc1ccccc1Nc1nc(NCc2ccco2)c2ccccc2n1,-102*,-8%,?,?,6.2%,-24%,?,?,-37%
COc1ccc(CCNC(=O)C(Sc2ccccn2)c2ccccc2)cc1OC (stereo unspecified),-7,4%,i,0%,-0.9%,-28%,-35%,-15%,1%
O=C(N=C1SC2CS(=O)(=O)CC2N1c1cccc(Cl)c1Cl)C1CC1 (stereo unspecified),50,-2%,i,-15%,0.2%,0%,2%,7%,3%
O=C(CCC(=O)N/N=C/c1ccc(Br)s1)NCc1ccccc1,-7,-1%,i,-6%,12%,2%,3%,-8%,3%
O=C(COC(=O)C(Cc1ccccc1)NC(=O)c1ccccc1)c1ccccc1 (stereo unspecified),-5,1%,i,1%,-0.7%,-4%,15%,4%,8%
CC(C)CC(C(=O)NCC1CCCO1)N(C(=O)Cn1nnc(-c2ccc(F)cc2)n1)c1ccccc1F (stereo unspecified),-17,.,i,0%,-0.1%,3%,-13%,-2%,-14%
NC(=O)c1ccc(SCC(=O)OCC(=O)NC2CCCCCCC2)c([N+](=O)[O-])c1,-1,-4%,i,-2%,1.8%,9%,5%,12%,-45%
O=c1[nH]c(=O)n([C@H]2C[C@H](O)[C@@H](CO)O2)cc1F,41,-5%,?,-3%&-1%,0.1%,?,7.9µM*!,-3%,-5%
CN(C1CCCCC1)C(CNS(=O)(=O)c1ccccc1)c1ccccc1 (stereo unspecified),-21,3%,i,-1%,0.2%,-1%,-13%,14%,2%
Cc1[nH]c2ccc(Br)cc2c(=O)c1CN1CCCCC1,12,-4%,.,1%,-0.3%,-4%,.,1%,-7%
Cc1nnc2ccc(-c3ccc(NS(=O)(=O)c4ccc(Cl)s4)cc3)nn12,50,0%,i,1%,6.4%,?,.,14%,-40%
COc1cc(C(=O)NCc2ccc(-c3nc4ccccc4o3)cc2)cc(OC)c1OC,25,?,i,?,2.0%,.,13%,6%,5%
CN(C(=O)COC(=O)CSCc1cccc(Cl)c1)c1c(N)n(Cc2ccccc2)c(=O)[nH]c1=O,3,0%,i,17%,-0.2%,2%,.,-1%,-10%
Cc1nc(CN(C)C(=O)c2cc(COc3ccc4ncccc4c3)on2)cs1,-22,-15%,i,7%,0.0%,2.9µM*,-11%[11.3 µM],-24%,-32%
